Source: PubChem BioAssay (NCI)
Growth percent in the NCI-60 one-dose screen (48 h, 10 µM unless noted): 100 = growth as untreated, 0 = no growth, -100 = all killed.
DU-145 – DU-145 prostate cancer. 81,000 compounds, 4.2% hits
IGROV1 – IGROV1 ovarian cancer; 79,000 compounds, 4.7% hits; AID 1794786
OVCAR-4 – OVCAR-4 ovarian cancer cells | 80,000 compounds, 3.7% hits
OVCAR-5 – OVCAR-5 ovarian cancer; 82,000 compounds, 2.9% hits; AID 1794783
OVCAR-8 – OVCAR-8 ovarian cancer; 81,000 compounds, 4.4% hits; AID 1794782
OVCAR-3 – OVCAR-3 ovarian cancer; 79,000 compounds, 7% hits; AID 1794787
PC-3 – PC-3 prostate cancer cells. 80,000 compounds, 3.9% hits
SK-OV-3 – SK-OV-3 ovarian cancer cells | 80,000 compounds, 3.2% hits | AID 1794785
* hit, by the source's call; x = not tested or not shown; & = joins results of further samples; [ ] = another dose, or the depositor's remark. How the source made its calls: active means growth percent below 10; inactive means the rest.

SMILES | DU-145 | IGROV1 | OVCAR-4 | OVCAR-5 | OVCAR-8 | OVCAR-3 | PC-3 | SK-OV-3
c1ccc2oc(Sc3ncnn3-c3nc4ccccc4o3)nc2c1 | 113 | 113 | 102 | 125 | 107 | 124 | x | 102
COc1ccc(NC(=O)CSc2nnc(-c3ccc4nc(-c5ccc(OC)c(OC)c5)[nH]c4c3)o2)cc1OC | 91 | 91 | 106 | 95 | 101 | 108 | 102 | 120
O=C1Nc2cnc(Cl)nc2Nc2ccccc21 | x | 103 | 94 | 104 | 99 | 110 | 95 | 100
Nc1ccc(CCc2ccncc2)cc1 | 104 | 106 | 102 | 100 | 105 | 102 | 103 | 104
CCN(CC)c1ccc(/C=C2/SC(=O)NC2=O)c(O)c1 | 97 | 86 | 113 | 93 | 95 | 85 | 99 | 90
C/C(=N\Nc1ncc(C(N)=O)c(N)n1)c1ccccc1 | 94 | 92 | 105 | 113 | 104 | 107 | 90 | 100
CCCCCCCCN(CCCCCCCC)CCC(=O)c1ccc2cc(Br)c3ccccc3c2c1 | 102 | 84 | 100 | 89 | 91 | 92 | 79 | 104
CC1(C)N=C(N)N=C(N)N1c1ccc(F)c(C(F)(F)F)c1 | 39 | x | 55 | 42 | 8.4* | 54 | 34 | 60
c1ccc(Nc2nnc(-c3cc(-c4cccnc4)n(-c4ccccc4)n3)s2)cc1 | 94 | 108 | x | 105 | 60 | 106 | 82 | 109
Nc1[nH]nc2nc3ccccc3cc12 | 104 | 116 | 100 | 112 | 105 | 105 | 90 | 100
CN1C(=O)CCC(N2C(=O)c3cccc(NCCOCCOCCNC(=O)c4cc5c(o4)C(=O)c4ccccc4C5=O)c3C2=O)C1=O (stereo unspecified) | -95* | -20* | -95* | -85* | 2.7* | -45* | 7.6* | x
O=C1/C(=C/c2ccccc2O)SC(=S)N1CCCN1CCOCC1 | 101 | 100 | 102 | 95 | 96 | 104 | 93 | 97
CCCCCCCCc1ccc(C(=O)Nc2ccccc2CP(=O)(O)O)cc1 | 99 | 114 | 93 | 114 | 107 | 100 | 84 | 101
COc1cc(/C=C/C(=O)c2ccc(NC(=O)c3cc4cc5ccccc5nc4s3)cc2)cc(OC)c1OC | 105 | 90 | 95 | 102 | 105 | 106 | 102 | 100
CCc1ccc2[nH]c(=O)c(C(c3nnnn3Cc3ccc(F)cc3)N3CCN(C4CCCCC4)CC3)cc2c1 (stereo unspecified) | 79 | 89 | 85 | 93 | 106 | 99 | 85 | 101
CCN(Cc1ccc(CN(CC)C(=O)c2c(-c3ccccc3)noc2C)cc1)C(=O)c1c(-c2ccccc2)noc1C | 96 | 87 | 77 | 96 | 74 | 87 | 49 | 91
CCN1C2=C(SC(=S)C1=C1SC(C(=O)c3ccccc3)=C(C(=O)c3ccccc3)S1)SC(=Nc1ccccc1)C2=O | 94 | 99 | 96 | 157 | 29 | 89 | 58 | 110
Cc1cccc(NNC(=S)Nc2ccccc2)c1 | 109 | x | 93 | 103 | 96 | 112 | 90 | 105
C/C=C/C1OCCC(C)O1 (stereo unspecified) | 107 | 110 | 117 | 102 | 106 | 111 | 101 | 96
CN(Cc1ccccc1)/C(N)=N/N | 110 | 113 | 114 | 114 | 99 | 108 | 93 | 115
OCCNC(c1ccc(Cl)cc1)C(O)c1ccc(Cl)cc1 (stereo unspecified) | 96 | 86 | 98 | 89 | 96 | 99 | 79 | 103
C/C(=N/Nc1ccccc1[N+](=O)[O-])C(C)C#N (stereo unspecified) | 164 | 72 | 108 | 88 | 99 | 87 | x | 96
CC1Nc2c(ccc3ncccc23)C(=O)N1Nc1ccccc1 (stereo unspecified) | 106 | 56 | 102 | 89 | 105 | 98 | 98 | 103
O=C(C1=Cc2cc3ccccc3n2Cc2cnnn21)c1ccc(Cl)cc1 | 111 | 91 | 101 | 99 | 99 | 107 | 90 | 92
c1ccc2c(c1)C[C@@H]1OC(C3(C4=N[C@@H]5c6ccccc6C[C@@H]5O4)CC3)=N[C@H]21 | 105 | 105 | 83 | 99 | 100 | 105 | 96 | 107

Brought forward from above: 2 entries, then new ones.
SMILES | DU-145 | IGROV1 | OVCAR-4 | OVCAR-5 | OVCAR-8 | OVCAR-3 | PC-3 | SK-OV-3
O=C(C1=Cc2cc3ccccc3n2Cc2cnnn21)c1ccc(Cl)cc1 | 111 | 91 | 101 | 99 | 99 | 107 | 90 | 92
c1ccc2c(c1)C[C@@H]1OC(C3(C4=N[C@@H]5c6ccccc6C[C@@H]5O4)CC3)=N[C@H]21 | 105 | 105 | 83 | 99 | 100 | 105 | 96 | 107
Nc1nc(N)c(Br)c(Nc2ccc(Cl)c(Cl)c2)n1 | 89 | 37 | x | 87 | 86 | 74 | 84 | 97
COc1cc(-c2nc(SC(C)C)nc(Nc3ccccc3C)c2C#N)cc(OC)c1OC | 113 | 104 | 110 | 99 | 103 | 121 | 104 | x
CCOC(=O)Cc1ccccn1 | 122 | 100 | 97 | 82 | 95 | 109 | 91 | 101
CC(=O)/C=C/c1ccc(N(C)Cc2ccc(C(C)(C)C)cc2)cc1 | 97 | 99 | 85 | 102 | 92 | 101 | 78 | 98
O=c1[nH]cnc2c1cnn2CN1CCOCC1 | 111 | 102 | 95 | 96 | 98 | 111 | 97 | 101
CCN(CC)CCCCCCNc1cccc2cc(Br)cnc12 | 91 | 60 | 87 | 117 | 80 | 84 | 54 | 111
CCC1(CC)C(=O)NC(=Nc2ccccc2)N(c2ccccc2)C1=O | 114 | 121 | 99 | 94 | 104 | 122 | 87 | 100
CC(C)COC(=O)c1ccc([N+](=O)[O-])cc1 | 112 | 96 | 102 | 110 | 105 | 103 | 95 | 97
CCN(CCO)CC(=O)c1cc(Cl)cc(Cl)c1Cl | 103 | 109 | 115 | 109 | 103 | 106 | 84 | 102
O=C1CSC(c2ccc(Br)cc2)N1n1cnnc1 (stereo unspecified) | 105 | 105 | 96 | 104 | 103 | 105 | 95 | 94
CC(C)=CCCC(C)c1ccc(C)c2c1OCN(CC1CCNCC1)C2 (stereo unspecified) | 94 | 79 | 92 | 81 | 75 | 77 | 59 | 87
CN1C(=O)N(C)C2C1NC(=O)N2CC(=O)NN (stereo unspecified) | 114 | 104 | 126 | 99 | 102 | 115 | 102 | 120
CCCCC1COc2cccc3c2N1C=C/C3=C\C(=O)n1ccc2ccccc21 (stereo unspecified) | 99 | 70 | 65 | 95 | 92 | 68 | 66 | 77
CCc1c(N)nc(N)nc1Nc1ccc(C)c(C)c1 | 108&100 | 85&71 | 88&93 | 92&95 | 101&92 | 77&98 | 87 | 115&99
COc1ccc(C(=O)CSc2nc(-c3cc(OC)ccc3OC)cc(-c3ccc(Cl)cc3)c2C#N)cc1 | 66 | 62 | 25 | 81 | 61 | 98 | 57 | 33
C=C(NC(=O)[C@H](C(C)C)N(C)c1cc(Br)cc2[nH]ccc12)C(=O)OC | 91 | 101 | 93 | 103 | 79 | 80 | 91 | 96
O=C1C=CC(=O)N1C(=O)NCNC(=O)N1C(=O)C=CC1=O | 120 | 124 | 112 | 101 | 119 | 115 | 100 | 96
C=CC(CO)OCC(CC)CC (stereo unspecified) | 117 | 98 | 104 | 99 | 122 | 121 | 90 | 113
CC(=O)Nc1cccc(Nc2nc(N[C@@H](C)c3ccccc3)c3ccccc3n2)c1 | 11 | 18 | 18 | 19 | 39 | 13 | 21 | 54
O=C1NC(=O)c2c1c1c3ccccc3[nH]c1c1oc3ccc(F)cc3c21 | 77 | 21 | 58 | 84 | 92 | 83 | 45 | 84
OC(CSc1ccccc1)CN1CCN(c2ccccc2)CC1 (stereo unspecified) | 106&111 | 112&105 | 120&98 | 96&101 | 112&99 | 103&120 | 76&96 | 112&108
C=CCOC(=O)COc1ccc(OC)cc1 | 95 | 104 | 99 | 99 | 106 | 104 | 101 | 108
NNC(=O)CC1=NNC(=O)C1 | 118 | 110 | 106 | 103 | 100 | 127 | 94 | 109
CC(O)(c1ccccc1)c1ccccc1 | 107 | 108 | 103 | 105 | 110 | 106 | 104 | 109
O=C(O)Cc1cc2c(cc1Br)OCO2 | 103 | 118 | 108 | 91 | 107 | 108 | 102 | 109
(list continues)
SMILES | DU-145 | IGROV1 | OVCAR-4 | OVCAR-5 | OVCAR-8 | OVCAR-3 | PC-3 | SK-OV-3
O=C(Oc1ccccc1-c1ccccc1)c1ccccc1C(=O)c1ccccc1 | 86 | 95 | x | 107 | 96 | 82 | 68 | x
COc1ccc(/C=C2\Sc3c(Br)cccc3C2=O)cc1 | 114 | 63 | 90 | 98 | 95 | 102 | 83 | 88
Cc1ccc(NC(=O)C(=O)Cc2nc3ccccc3o2)c(C)c1 | 105 | 116 | 92 | 109 | 109 | 112 | 86 | 81
COc1ccc(/C=C2/SC(=O)N(CCCC(=O)N3CCN(c4cc5c(cc4F)c(=O)c(C(=O)O)cn5C4CC4)CC3)C2=O)cc1 | 103 | 107 | 100 | 100 | 95 | 104 | 110 | x
O=C1CCC2(CCCC2)c2ccccc21 | 115 | 115 | 100 | 107 | 103 | 113 | 102 | 107
O=S(=O)(NCCCNc1nccc(-c2[nH]c(-c3ccccc3)nc2-c2ccc(F)c(O)c2)n1)c1ccc(Br)cc1 | 82 | 99 | 98 | 140 | 95 | 119 | 70 | 125
CCCCCCCC/C=C\CCCCCCCC(=O)OC/C=C\COC(=O)CCCCCCC/C=C/CCCCCCCC | 108 | 101 | 114 | 112 | 100 | 106 | 98 | 102
N#Cc1nc(/C=C2\SC(=S)N(Cc3ccccc3)C2=O)cs1 | 93 | 87 | 98 | 110 | 99 | 54 | 88 | 117
O=C1C(=O)N(CN2CCCCC2)c2ccccc21 | 116 | 103 | 100 | 101 | 100 | 105 | 79 | 89
CC1(C)CC[C@]2(C(=O)O)CC[C@]3(C)[C@H](CC[C@@H]4[C@@]5(C)CCC(=O)C(C)(C)[C@@H]5CC[C@]43C)[C@H]2[C@H]1OC(=O)C(F)(F)F | -53*[100 µM] | -65*[100 µM] | x | -53*[100 µM] | -81*[100 µM] | -67*[100 µM] | -56*[100 µM] | -2.8*[100 µM]
N[C@@H](C[C@H]1CO1)C(=O)O | 104[20 µM] | 99[20 µM] | 104[20 µM] | 96[20 µM] | 116[20 µM] | 107[20 µM] | 95[20 µM] | 103[20 µM]
O=[N+]([O-])c1ccc(Oc2ccccc2Cl)c([N+](=O)[O-])c1 | 89 | 104 | 56 | 116 | 93 | 94 | 97 | 100
Nc1ccc(N=Nc2ccccc2)c2cc(S(=O)(=O)O)ccc12 | 110 | 108 | 107 | 107 | 97 | 108 | 96 | 98
CC12CCCC(=O)C1CC/C(=C\c1ccco1)C2=O (stereo unspecified) | 106 | 101 | 107 | 109 | 103 | 107 | 103 | 109
CS(=O)(=O)Nc1ccc(-c2nc(-c3cccc(OCCN4CCOCC4)c3)c(-c3ccnc(Br)c3)[nH]2)cc1 | 100 | 95 | 83 | 97 | 91 | 98 | 83 | 106
CN(C)C(=S)SCc1ccc(Cl)c(Cl)c1 | 100 | x | 79 | 94 | 100 | 97 | 85 | 112
CCN(CC)C(C)C(=O)c1ccc2cc(Br)c3ccccc3c2c1 (stereo unspecified) | 95 | 88 | 99 | 94 | 100 | 96 | 88 | 97
Cc1ccc(S(=O)(=O)N2CCC(C(=O)Nc3ccc(F)cc3F)CC2)cc1 | 97 | -39* | 84 | 98 | 98 | 92 | 94 | 92
c1ccc(C(c2ccccc2)c2cc(-c3cc(C(c4ccccc4)c4ccccc4)[nH]n3)n[nH]2)cc1 | 112 | 98 | 103 | 106 | 107 | 107 | 91 | 115
CC(C)(C)c1ccc(NC(=O)Nc2cc(C(F)(F)F)cc(C(F)(F)F)c2)c(-c2nn[nH]n2)c1 | 111 | 102 | 104 | 101 | 102 | 97 | 100 | 104
O=C(NS(=O)(=O)c1ccc(Cl)cc1)n1ccc2cccnc21 | 117 | 95 | 99 | 109 | 98 | 118 | 98 | 104
CC(=O)S | 108 | 119 | 105 | 106 | 95 | 100 | 91 | 99
COc1ccc2nc3cc(Cl)ccc3c(Nc3ccc(O)c(CN4CCCC4)c3)c2c1 | -9.6* | -26* | -4.4* | 57 | -2.2* | -32* | 24 | 73
N#CC1(C#N)OC12CCS(=O)(=O)c1ccccc12 (stereo unspecified) | 109 | 125 | 111 | 104 | 101 | 106 | 98 | 102
C[C@]12CC[C@@H]3c4ccc(O)cc4CC[C@H]3[C@@H]1C[C@H](O)C2 | 94 | 79 | 87 | 116 | 83 | 73 | 80 | 83
C=CC(C)(O)CCC1C(=C)CCC2C(C)(C)CCCC12C (stereo unspecified) | 104 | 108 | 114 | 106 | 114 | 105 | 112 | 94

Molecules shown so far that have an aryl methoxy group (8):
SMILES | DU-145 | IGROV1 | OVCAR-4 | OVCAR-5 | OVCAR-8 | OVCAR-3 | PC-3 | SK-OV-3
COc1ccc(NC(=O)CSc2nnc(-c3ccc4nc(-c5ccc(OC)c(OC)c5)[nH]c4c3)o2)cc1OC | 91 | 91 | 106 | 95 | 101 | 108 | 102 | 120
COc1cc(/C=C/C(=O)c2ccc(NC(=O)c3cc4cc5ccccc5nc4s3)cc2)cc(OC)c1OC | 105 | 90 | 95 | 102 | 105 | 106 | 102 | 100
COc1cc(-c2nc(SC(C)C)nc(Nc3ccccc3C)c2C#N)cc(OC)c1OC | 113 | 104 | 110 | 99 | 103 | 121 | 104 | x
COc1ccc(C(=O)CSc2nc(-c3cc(OC)ccc3OC)cc(-c3ccc(Cl)cc3)c2C#N)cc1 | 66 | 62 | 25 | 81 | 61 | 98 | 57 | 33
C=CCOC(=O)COc1ccc(OC)cc1 | 95 | 104 | 99 | 99 | 106 | 104 | 101 | 108
COc1ccc(/C=C2\Sc3c(Br)cccc3C2=O)cc1 | 114 | 63 | 90 | 98 | 95 | 102 | 83 | 88
COc1ccc(/C=C2/SC(=O)N(CCCC(=O)N3CCN(c4cc5c(cc4F)c(=O)c(C(=O)O)cn5C4CC4)CC3)C2=O)cc1 | 103 | 107 | 100 | 100 | 95 | 104 | 110 | x
COc1ccc2nc3cc(Cl)ccc3c(Nc3ccc(O)c(CN4CCCC4)c3)c2c1 | -9.6* | -26* | -4.4* | 57 | -2.2* | -32* | 24 | 73
